MRP resist rev = reversal of MRP1-mediated doxorubicin resistance, primary screen, H69AR cells, doxorubicin co-treatment | H69AR cells + 2 uM doxorubicin, CellTiter-Glo, 72 h | 85,000 tested, 0.04% active | differential viability (reversal), % at 10 µM | AID 602, 2007;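 active = viability drop by adding the cancer drug above about 55%, with treated viability meeting a 40% cutoff, limit read from the data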;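 note: viability without doxorubicin minus viability with 2 µM doxorubicin for each compound; larger differential means the compound sensitizes cells more to doxorubicin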
Bcl-B TR3 displacers = displacers of TR3 peptide from Bcl-B, primary screen, selectivity assay for Bfl-1 inhibitor project, biochemical, fluorescence polarization. displacement, % at 20 µM, or IC50 in µM where a hit was titrated. AID 748, 2007. 96,000 tested, 0.11% active. FP displacement of FITC-TR3 peptide from Bcl-B; higher % means a stronger effect. Bcl-2-like protein 10 (Homo sapiens);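 active = displacement above 50% at 20 µM plus a fluorescence interference ratio under 1.5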;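 note: plate controls were wells without compound for no effect and wells lacking Bcl-B protein for full effect; a part of the inactive calls stands beside numbers as strong as those of hits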
PLAP inhibitors HTS = PLAP enzyme inhibitors, biochemical, luminescence, HTS (AID 690); Alkaline phosphatase, placental type (Homo sapiens); purified PLAP, luminescent substrate; higher % means a stronger effect; one-dose inhibition, % at 20 µM; IC50 in µM for titrated hits; 96,000 tested, 0.08% active; in the data active = a potency from the dose series; inactive = the rest, 99 in 100 with inhibition below about 30%; note: strong numbers were not always called active
NFkB transloc inh = inhibitors of IL-1B driven NFkB p65 nuclear import, primary screen, imaging, HUVEC, IL-1B stimulus, high-content imaging; HUVEC IL-1B NFkB p65 nuclear translocation imaging; inhibition, % at 2 µM; 94,000 tested, 0.43% active; AID 796, 2007;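 active = inhibition above about 30% together with a positive call from visual inspection of the well image, limit read from the data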;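 note: nuclear over cytoplasmic p65 intensity ratio measured by imaging; 0% = IL-1B stimulated DMSO wells and 100% = unstimulated DMSO wells; values of inactives mirror those of a sister screen read the other way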
NFkB transloc pot = enhancers of NFkB p65 translocation in HUVEC – imaging, IL-1B stimulus, high-content imaging, primary screen | activation, % at 2 µM | HUVEC IL-1B NFkB p65 nuclear translocation imaging | AID 819, 2007 | 94,000 tested, 0.3% active;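 active = activation above 40%, about the mean plus 3 SD, also judged a hit on visual image review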;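 note: percent activation is computed from the nuclear over cytoplasmic p65 intensity ratio; values of inactives mirror those of a sister screen read the other way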
MRP resist rev cytotoxicity = recorded beside MRP resist rev, whose call it bears; viability, %; H69AR cells, CellTiter-Glo, 72 h; measured here: cytotoxicity without doxorubicin
MRP resist rev with doxorubicin = second read-out of MRP resist rev, no call of its own (marks repeat the call); viability, %; measured here: viability with 2 uM doxorubicin; stronger effect = lower value
NFkB transloc inh cell count 2 µM = recorded beside NFkB transloc inh, whose call it bears; cell count; measured here: cells passing quality filter;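 raw number of nuclei counted in each imaged well without normalization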
NFkB transloc pot cell count 2 µM = recorded beside NFkB transloc pot, whose call it bears; cell count; measured here: cells passing quality filter
* = called active by the depositor; . = not tested or not shown.

SMILES | MRP resist rev | MRP resist rev cytotoxicity | MRP resist rev with doxorubicin | Bcl-B TR3 displacers | PLAP inhibitors HTS | NFkB transloc inh | NFkB transloc inh cell count 2 µM | NFkB transloc pot | NFkB transloc pot cell count 2 µM
O=C(CCN1CCN(c2ccccc2F)CC1)Nc1ccccc1F | 25 | 95 | 70 | -10% | -3% | -3 | 106 | 3 | 106
O=C(O)c1ccc(-n2nnnc2Oc2ccccc2C(=O)N2CCOCC2)cc1 | 0 | 86 | 86 | -10% | -11% | -37 | 133 | 37 | 133
COc1ccc(N2CCN(c3nc(NC(C)(C)C)nc(N4CCCCC4)n3)CC2)cc1 | 6 | 82 | 76 | -10% | -49% | -2 | 98 | 2 | 98
COCCn1c(N2CCN(c3ccc(OC)cc3)CC2)nc2c1c(=O)n(C)c(=O)n2C | 17 | 81 | 64 | -2% | -73% | -24 | 121 | 24 | 121
CS(=O)(=O)Nc1ccc(C(=O)NCC2CCCO2)cc1 (configuration not stated) | 11 | 95 | 84 | -1% | 19% | -2 | 108 | 2 | 108
CCCCC(=O)OCC(=O)c1ccc(OCC)cc1 | 5 | 99 | 93 | . | . | 1 | 139 | -1 | 139
Cc1nn(C)cc1C1C2=C(CC(C)(C)CC2=O)N(c2ccccc2)C2=C1C(=O)CC(C)(C)C2 | . | . | . | 43% | -97% | 10 | 164 | -10 | 164
Cc1cccc(NC(=O)Cn2cnc3c(cnn3-c3ccc(F)cc3)c2=O)c1C | 0 | 45 | 44 | -5% | -9% | . | . | . | .
CCOc1ccccc1N(CC(=O)O)S(=O)(=O)c1ccccc1 | -5 | 101 | 106 | -3% | 3% | -35 | 127 | 35 | 127
Cn1c(CNC(=O)C(C)(C)C)nc2ccccc21 | -4 | 84 | 88 | 3% | 6% | . | . | . | .
CCC(NC(=O)c1ccccc1NC(=O)c1ccc(C)cc1)C(=O)O (configuration not stated) | 4 | 100 | 96 | -1% | -17% | -8 | 136 | 8 | 136
COc1ccc(C(=O)Nc2cc3c(cc2Cl)OCCCO3)cc1 | . | . | . | -20% | 13% | 7 | 149 | -7 | 149
CCOC(=O)c1cc2sccc2n1CC(=O)c1ccc2c(c1)OCCO2 | -6 | 72 | 78 | -2% | -26% | -7 | 126 | 7 | 126
COc1ccccc1N1CCN(CCCOc2ccc(F)cc2)CC1 | 5 | 88 | 83 | 2% | -37% | 9 | 157 | -9 | 157
CCOc1cc(C#N)c(NC(=O)CSc2nnnn2-c2ccc(OC)cc2)cc1OCC | -8 | 36 | 44 | -19% | 6% | 1 | 96 | -1 | 96
COc1ccc(N(CC(=O)N2CCCC(C)C2)S(=O)(=O)c2c(C)nn(C)c2C)cc1 (configuration not stated) | 13 | 89 | 77 | 6% | -51% | -9 | 171 | 9 | 171
O=C(CSc1ccc2nnc(-c3ccncc3)n2n1)Nc1ccc2c(c1)OCCO2 | 6 | 93 | 87 | 9% | 18% | -5 | 75 | 5 | 75
Cc1ccc(Cn2ncc3c(N4CCN(c5ccccc5C)CC4)ncnc32)cc1 | 1 | 76 | 75 | -4% | -36% | -2 | 151 | 2 | 151
COc1ccc(NC(=O)C(C)Sc2ccccc2)cc1 (configuration not stated) | 2 | 90 | 88 | 2% | 19% | -26 | 182 | 25 | 182
Cc1ccccc1OCC(=O)NCC(=O)OCC(=O)c1ccc2ccccc2c1 | . | . | . | -7% | 7% | -11 | 151 | 11 | 151
CCOC(=O)Cc1c(C)nc2c(-c3ccccc3)c(C)nn2c1C | -11 | 63 | 74 | . | . | -28 | 120 | 28 | 120
CCCCCC(=O)N(CN1C(=O)CCC1=O)c1ccccc1 | -1 | 95 | 96 | -5% | 1% | -2 | 98 | 2 | 98
O=C1C2C(C(=O)N1CC1CCCO1)C1C=CC2C12CC2 (configuration not stated) | -6 | 92 | 98 | -1% | 11% | -12 | 55 | 12 | 55
Cc1cc(S(=O)(=O)NC2CCCCC2)ccc1OCC(=O)NCc1cccnc1 | 16 | 107 | 91 | 1% | 14% | 1 | 175 | -1 | 175
CC1(C)Cc2nc3sc4c(=O)[nH]cnc4c3cc2CS1 | -9 | 55 | 63 | 1% | 5% | 8 | 166 | -8 | 166
SMILES | MRP resist rev | MRP resist rev cytotoxicity | MRP resist rev with doxorubicin | Bcl-B TR3 displacers | PLAP inhibitors HTS | NFkB transloc inh | NFkB transloc inh cell count 2 µM | NFkB transloc pot | NFkB transloc pot cell count 2 µM
COc1ccccc1NC(=O)c1oc2ccc(C)cc2c1C | 8 | 95 | 87 | 9% | 3% | -10 | 192 | 10 | 192
CSc1c(-c2ccccc2)nc2ccccc2c1C(=O)O | . | . | . | -1% | 12% | -2 | 123 | 3 | 123
CCOC(=O)CSc1nc2c(sc3ccccc32)c(=O)n1CCCN1CCOCC1 | 18 | 44 | 26 | 1% | -36% | -8 | 169 | 8 | 169
Cc1nc(N2CCN(C(=O)COc3ccccc3)CC2)c2c(C)c(C)sc2n1 | 34 | 86 | 52 | -3% | -74% | 4 | 80 | -4 | 80
Cc1cc(OC(=O)c2cccs2)ccc1C(C)C | -13 | 97 | 110 | -2% | 50% | -24 | 176 | 23 | 176
CC(C)=CC(=O)Nc1ccccc1Br | 11 | 105 | 94 | -3% | 18% | 3 | 109 | -3 | 109
Cc1ccc(NC(=O)CCn2cnc3cc(C)c(C)cc32)cc1 | -2 | 91 | 93 | . | . | -23 | 125 | 23 | 125
COc1cc(NC(C)C(=O)N2CC(C)OC(C)C2)cc(OC)c1 (configuration not stated) | 0 | 105 | 105 | 0% | 8% | -16 | 169 | 17 | 169
O=C(NCCN1CCOCC1)c1cc2cc(Cl)cc(Cl)c2oc1=O | -7 | 80 | 87 | . | . | -34 | 145 | 34 | 145
COc1ccccc1C(=O)NC(C)c1ccccc1 (configuration not stated) | 4 | 98 | 94 | -10% | 22% | 6 | 196 | -6 | 196
O=C(O)c1c[nH]ccc1=O | -12 | 97 | 109 | -3% | 1% | 7 | 135 | -7 | 135
CN(C)CCCNC(=O)c1cc(S(=O)(=O)N2CCOCC2)ccc1F | . | . | . | 1% | 13% | -1 | 147 | 1 | 147
CC(=O)NCCn1c(SCC(=O)NCC2CCCO2)nc2ccccc2c1=O (configuration not stated) | 3 | 98 | 95 | . | . | -17 | 69 | 17 | 69
COc1ccc(S(=O)(=O)N2CCC(C(=O)NCC3CCCO3)CC2)cc1 (configuration not stated) | 2 | 104 | 102 | 7% | -17% | -4 | 175 | 4 | 175
Cc1cccc(OCC(=O)N2CCC(c3ccccc3)C2)c1 (configuration not stated) | 6 | 95 | 89 | -10% | -1% | -2 | 213 | 2 | 213
COc1ccc(S(=O)(=O)NNC(=O)c2cc3c4ccccc4n(C)c3s2)cc1 | . | . | . | -5% | 7% | -14 | 177 | 14 | 177
COc1ccc(NC(=O)C23CC4CC(C2)CC(n2cnc(Br)n2)(C4)C3)c(C)c1 | . | . | . | 2% | -1% | -11 | 162 | 11 | 162
O=C1CCc2cc(S(=O)(=O)NC(Cc3ccccc3)C(=O)NCCC3=CCCCC3)ccc2N1 (configuration not stated) | -15 | 66 | 81 | 4% | -92% | -16 | 179 | 16 | 179
Cc1cc(=O)[nH]c(-n2[nH]c3c(c2=O)CCCC3)n1 | . | . | . | -4% | -163% | 10 | 103 | -10 | 103
Cc1cc(N2CCN(c3ccccc3)CC2)n2cc(-c3ccccc3)nc2n1 | . | . | . | -1% | -16% | -6 | 112 | 6 | 112
CC1CCCC(NC(=O)C2CCCN2S(=O)(=O)c2cccc3nsnc23)C1C (configuration not stated) | 21 | 98 | 77 | 8% | -53% | -14 | 219 | 14 | 219
O=C(NCCCn1ccnc1)c1cccc(S(=O)(=O)N2CCCCCC2)c1 | 14 | 92 | 78 | -6% | -34% | 11 | 182 | -11 | 182
CC(C)CC(C(=O)NCc1ccccn1)N1C(=O)c2ccccc2C1=O (configuration not stated) | 0 | 88 | 89 | 5% | -18% | -11 | 104 | 11 | 104
Nc1nonc1-c1noc(CCCOc2ccc(Cl)cc2Cl)n1 | 2 | 102 | 99 | -3% | 18% | . | . | . | .
COc1cccc(C(C(=O)NC2CCCC2)N(Cc2ccco2)C(=O)c2ccco2)c1OC (configuration not stated) | 4 | 91 | 87 | . | . | 0 | 127 | 0 | 127

Next part; it opens with the 6 that closed the last part.
SMILES | MRP resist rev | MRP resist rev cytotoxicity | MRP resist rev with doxorubicin | Bcl-B TR3 displacers | PLAP inhibitors HTS | NFkB transloc inh | NFkB transloc inh cell count 2 µM | NFkB transloc pot | NFkB transloc pot cell count 2 µM
Cc1cc(N2CCN(c3ccccc3)CC2)n2cc(-c3ccccc3)nc2n1 | . | . | . | -1% | -16% | -6 | 112 | 6 | 112
CC1CCCC(NC(=O)C2CCCN2S(=O)(=O)c2cccc3nsnc23)C1C (configuration not stated) | 21 | 98 | 77 | 8% | -53% | -14 | 219 | 14 | 219
O=C(NCCCn1ccnc1)c1cccc(S(=O)(=O)N2CCCCCC2)c1 | 14 | 92 | 78 | -6% | -34% | 11 | 182 | -11 | 182
CC(C)CC(C(=O)NCc1ccccn1)N1C(=O)c2ccccc2C1=O (configuration not stated) | 0 | 88 | 89 | 5% | -18% | -11 | 104 | 11 | 104
Nc1nonc1-c1noc(CCCOc2ccc(Cl)cc2Cl)n1 | 2 | 102 | 99 | -3% | 18% | . | . | . | .
COc1cccc(C(C(=O)NC2CCCC2)N(Cc2ccco2)C(=O)c2ccco2)c1OC (configuration not stated) | 4 | 91 | 87 | . | . | 0 | 127 | 0 | 127
CS(=O)(=O)NCCOc1ccc(S(=O)(=O)N2CCCc3ccccc32)cc1 | -3 | 77 | 80 | -12% | -74% | -1 | 101 | 1 | 101
CCN(CC(=O)NCCc1ccc(S(N)(=O)=O)cc1)Cc1nc2ccccc2c(=O)[nH]1 | 3 | 96 | 92 | -4% | -206% | -5 | 154 | 5 | 154
CCC(C)NS(=O)(=O)c1ccc(OCC(=O)Nc2ccc(F)cc2F)cc1 (configuration not stated) | 11 | 89 | 78 | . | . | 1 | 87 | -1 | 87
O=C(c1ccccc1)c1cc(F)c(N2CCOCC2)cc1Cl | . | . | . | -14% | -7% | 8 | 140 | -8 | 140
CCN(CC)S(=O)(=O)c1ccc(NC(=O)CN(c2ccc(OC)cc2OC)S(C)(=O)=O)cc1 | 9 | 83 | 73 | -17% | -60% | 13 | 168 | -13 | 168
CCc1c(C(=O)c2ccc(Cl)cc2)oc2c(C)c3oc(=O)cc(C)c3cc12 | . | . | . | -11% | -13% | -6 | 134 | 6 | 134
O=C(Cc1cccs1)N1CCN(c2ccc(F)cc2)CC1 | 9 | 99 | 90 | . | . | -17 | 126 | 17 | 126
COc1ccc(Cn2nnnc2C(c2ccc(C)cc2)N2CCN(C3CCCC3)CC2)cc1 (configuration not stated) | 4 | 83 | 79 | -5% | -70% | 11 | 155 | -11 | 155
Cc1ncsc1CCSc1nc2ccccc2c(=O)n1C | . | . | . | 0% | -1% | 28 | 24 | -27 | 24
O=C(O)c1ccc(N2C(=O)CC(Cc3ccccc3)C2=O)cc1 (configuration not stated) | 12 | 94 | 82 | -11% | 5% | 4 | 139 | -4 | 139
O=C(Cn1nc(-c2ccc3c(c2)OCCO3)ccc1=O)Nc1ccc(N2CCOCC2)cc1 | . | . | . | 11% | -43% | 13 | 88 | -13 | 88
COc1ccc(S(=O)(=O)N2CCN(c3nc4ccccc4nc3-n3nc(C)cc3C)CC2)cc1 | 9 | 93 | 85 | -6% | 20% | . | . | . | .
COC(=O)[C@H](C)NC(=O)Nc1cccc(C)c1 | -15 | 73 | 88 | 10% | -2% | 18 | 157 | -18 | 157
O=c1cc(CSc2nnc(-c3cccs3)n2Cc2ccccc2)nc2sc3ccccc3n12 | 17 | 66 | 50 | -31% | -33% | -1 | 133 | 1 | 133
Cc1ccccc1-n1c(=O)cc(N2CCC3(CC2)OCCO3)[nH]c1=O | -1 | 77 | 78 | . | . | 1 | 153 | -1 | 153
CCOC(=O)N1CCN(C(=O)CN(Cc2ccccc2)S(C)(=O)=O)CC1 | -11 | 95 | 106 | 1% | -22% | -19 | 99 | 19 | 99

The list is partial; count on the stated rates, not on these rows.
